# Compound activity as filed in PubChem BioAssay.
# AHR act: human AHR activation | P35869 | AHR-responsive luciferase reporter cells, luminescence | activation, % at 5 µM | 320,000 tested, 2.5% active; in the data active = activation above about 47%;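 also: 0% = vehicle wells and 100% = reference agonist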
# PME-1 primary: blocks human protein phosphatase methylesterase 1 | Q9Y570 | inhibition, % at 5.9 µM | 320,000 tested, 0.53% active | recombinant PME-1, FP-Rh probe fluorescence polarization;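 active = inhibition above the campaign mean of all compounds plus 3 SD, cut at about 26% in these data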;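 also: competitive labeling of PME-1 active site by serine hydrolase directed probe; 0% = PME-1 with DMSO and 100% = wells lacking PME-1 enzyme; inhibitors block probe labeling so polarization falls and inhibition rises; many of its hits are not listed in these tables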
# Fam108B counter: Fam108B inhibition, counter-screen for RBBP9 inhibitors; 300,000 tested, 0.33% active; AID 1947; recombinant Fam108B, FP-Rh probe fluorescence polarization; inhibition, % at 9.51 µM;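 active = inhibition above the screen mean inhibition plus 3 SD, computed separately per campaign, cut at about 18% in these data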;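 also: inhibitors lower polarization as less probe binds the enzyme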
# PAFAH1B2 inh: PAFAH1B2 (human) inhibition. AID 492953. recombinant PAFAH1B2, FP-rhodamine activity probe, fluorescence polarization. 340,000 tested, 1.2% active. inhibition, % at 3.39 µM;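 active = inhibition above the mean of all tested compounds plus 3 SD, cut at about 24% in these data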;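 also: 0% = enzyme with DMSO and 100% = wells lacking PAFAH1B2; many of its hits are not listed in these tables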
# Target sequence (P68402 whole entry, looked up): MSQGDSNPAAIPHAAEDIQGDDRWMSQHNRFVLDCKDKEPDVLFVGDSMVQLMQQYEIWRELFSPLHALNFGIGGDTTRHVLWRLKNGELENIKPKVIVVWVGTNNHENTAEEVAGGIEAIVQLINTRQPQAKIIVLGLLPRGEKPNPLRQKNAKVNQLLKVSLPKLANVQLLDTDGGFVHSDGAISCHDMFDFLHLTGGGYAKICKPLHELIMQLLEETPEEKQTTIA
# GLD-1 RNA inh: GLD-1-TGE RNA interaction inhibition (C. elegans); Q17339; purified GLD-1 + fluorescein TGE RNA, fluorescence polarization; AID 2280; 320,000 tested, 0.44% active; inhibition, % at 5.96 µM;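 active = percent inhibition above a per-plate cutoff, the plate mean of test compounds plus 3 SD, cut at about 30% in these data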;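 also: 0% = DMSO wells with GLD-1 and probe and 100% = wells lacking GLD-1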
# BCLXL inh: Bcl-xL (human) inhibition | GST-Bcl-xL / FITC-Bim BH3 peptide fluorescence polarization | inhibition, % at 10.9 µM | 320,000 tested, 0.7% active;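 active = inhibition above the mean of all tested compounds plus 3 SD, cutoff set per campaign, cut at about 30% in these data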;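 also: 0% = DMSO wells and 100% = unlabeled Bim-BH3 peptide competitor; inhibitors lower millipolarization by displacing the labeled peptide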
# pPAFAH FP inh: inhibitors of human plasma PAF acetylhydrolase (pPAFAH); recombinant pPAFAH, FP-rhodamine probe fluorescence polarization; Q13093; 330,000 tested, 1.5% active; AID 463082; inhibition, % at 3.39 µM;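 active = inhibition above the mean inhibition across the screen plus 3 SD, cut at about 25% in these data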;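 also: inhibitors block binding of the rhodamine activity-based probe so polarization drops; 0% = enzyme with DMSO and 100% = wells lacking pPAFAH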
# MEX-5 binding: C. elegans MEX-5 TCR-2 RNA binding activity | 300,000 tested, 0.38% active | activity score (negative = inhibition of binding), % at 10 µM | Q9XUB2 | MEX-5/FITC-TCR2 RNA binding, fluorescence polarization; stronger effect = lower value;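 active = inhibition past about -25% in most replicates, and total fluorescence under double the plate's negative control median, limit read from the data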;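 also: 0% = DMSO and -100% = 5 µM competing unlabeled TCR2 RNA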
# Target sequence (Q9XUB2 whole entry, looked up): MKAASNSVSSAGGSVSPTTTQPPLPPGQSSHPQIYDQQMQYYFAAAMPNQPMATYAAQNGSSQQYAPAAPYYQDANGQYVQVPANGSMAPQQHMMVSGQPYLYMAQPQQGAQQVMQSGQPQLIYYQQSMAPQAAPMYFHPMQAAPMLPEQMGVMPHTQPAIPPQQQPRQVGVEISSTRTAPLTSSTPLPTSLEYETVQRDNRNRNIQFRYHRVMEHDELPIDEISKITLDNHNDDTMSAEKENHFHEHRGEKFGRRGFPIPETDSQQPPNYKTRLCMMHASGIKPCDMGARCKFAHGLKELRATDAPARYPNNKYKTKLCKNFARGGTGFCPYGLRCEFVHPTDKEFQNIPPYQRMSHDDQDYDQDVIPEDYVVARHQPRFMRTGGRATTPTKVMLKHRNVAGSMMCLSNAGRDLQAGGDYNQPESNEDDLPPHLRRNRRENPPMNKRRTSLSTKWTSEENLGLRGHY
# MCL1-BIM inh: MCL1-BIM-BH3 interaction inhibition (human). Q07820. GST-MCL1 / FITC-Bim-BH3 fluorescence polarization. inhibition, % at 10.9 µM. 320,000 tested, 0.68% active. AID 2057;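 active = inhibition above the mean inhibition of all tested compounds plus 3 SD, set per campaign, cut at about 40% in these data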;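 also: 0% = DMSO wells and 100% = unlabeled Bim-BH3 peptide control; higher means more loss of mP so more displacement of Bim peptide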
# Target sequence (Q07820 whole entry, looked up): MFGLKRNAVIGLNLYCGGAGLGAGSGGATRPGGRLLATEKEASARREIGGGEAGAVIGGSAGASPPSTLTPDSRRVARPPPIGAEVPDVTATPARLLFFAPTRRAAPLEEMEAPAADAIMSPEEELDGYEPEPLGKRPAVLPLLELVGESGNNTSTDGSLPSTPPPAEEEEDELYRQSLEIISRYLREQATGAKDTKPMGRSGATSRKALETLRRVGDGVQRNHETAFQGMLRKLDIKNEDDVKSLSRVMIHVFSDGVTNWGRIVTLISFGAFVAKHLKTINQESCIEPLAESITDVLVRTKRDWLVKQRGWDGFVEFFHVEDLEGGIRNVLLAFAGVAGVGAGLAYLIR
# * hit, by the source's call; . = no result given.
SMILES,AHR act,PME-1 primary,Fam108B counter,PAFAH1B2 inh,GLD-1 RNA inh,BCLXL inh,pPAFAH FP inh,MEX-5 binding,MCL1-BIM inh
Cc1ccc(NC(=O)COC(=O)c2ccc3c(c2)OCCO3)cc1S(=O)(=O)N1CCOCC1,-1,9,0,-2,-7,-8,9,-6.2,-4
Cc1cccc(Nc2nc(N3CCN(C)CC3)nc(N)c2[N+](=O)[O-])c1,5,0,0,1,-4,1,3,1.9,5
COc1ccc(CC(=O)NCc2n[nH]c(=S)n2C)cc1,-2,-2,-2,2,6,-6,6,2.5,-2
O=C(Nn1cnnc1)c1ccc(Br)s1,0,3,3,4,0,4,-1,0.7,2
CCOc1cc(/C=C2\N=C(C)OC2=O)cc(Cl)c1OCC(=O)OC,-2,0,0,2,5,3,3,-3.1,7
C#CCOCCOCCOCCNc1nc(N2CCN(C(=O)[C@H]([C@@H](C)O)n3cc(CCCCN)nn3)CC2)nc(N2CCN(C(=O)[C@H](Cc3ccc(O)cc3)n3cc(CCO)nn3)CC2)n1,0,-3,-1,5,8,3,2,0.6,-1
O=C(CCN1C(=O)/C(=C/c2cccs2)SC1=S)NNC(=O)c1cccc(O)c1,7,-22,-9,-27,-11,3,-2,-4.0,3
O=C(C1=C(O)C(=O)N(CCN2CCOCC2)C1c1cccnc1)c1cc2ccccc2o1 (stereo not given),0,3,3,7,6,8,4,.,13
COc1ccc(-c2nc(CS(=O)(=O)CC(=O)NCCc3ccc(C)cc3)c(C)o2)cc1,1,-7,-5,0,-3,2,-2,.,-1
O=C(C1CCOCC1)N1CCCC(N2CCN(c3cccc(Cl)c3)CC2)C1 (stereo not given),2,4,-2,-1,6,-3,4,1.0,2
Fc1ccc(NC(=S)N2CCN(C/C=C/c3ccccc3)CC2)c(F)c1,-1,3,1,-6,12,2,2,-3.6,2
COCc1[nH]nc2c1C1(CCC3(CC1)OCCO3)C(C#N)=C(N)O2,6,0,-3,1,-4,10,1,-2.2,-4
CCOC(=O)c1c(N)sc(C(=O)N2CCCC(C(N)=O)C2)c1C (stereo not given),3,-1,-2,1,-4,4,-5,0.5,-1
CCn1c(SCC(=O)O)nnc1-c1cc2c(C)nn(-c3ccccc3)c2s1,3,-14,-1,0,-6,6,0,1.8,2
Cc1c(N=CN2CCOCC2)c(=O)n(C)c(=O)n1C,0,-5,-4,-3,-6,3,-2,-2.3,6
O=C(Nc1ccc(F)cc1)NC1(C(=O)NCc2ccco2)CCCCC1,-1,-3,-3,0,-1,4,4,-1.9,2
Cc1ccc(C2(C(F)(F)F)NC(=O)N3C(=C2C#N)Nc2ccccc23)cc1 (stereo not given),5,-15,-9,1,-10,2,-3,-1.8,4
O=[N+]([O-])c1ccc(-c2nnc(-c3ccccc3)c(NCCCO)n2)cc1,4,-2,4,0,9,-1,1,1.7,2
O=C(Nc1nc2ccc(SC(F)F)cc2s1)c1ccc2c(c1)S(=O)(=O)c1ccccc1C2=O,0,-3,1,.,0,3,4,-2.2,-1
CCOC(=O)CC(=O)Nc1cc(Cl)ccc1O,9,-6,2,8,-3,1,2,-1.6,3
OCC[C@@H]1C[C@@H](O)[C@H](O)[C@]2(OCc3ccccc32)O1,0,6,0,-1,6,2,3,0.7,1
CCOC(=O)C1CCCN(Cc2sccc2C)C1 (stereo not given),-1,-4,4,5,2,4,2,3.7,5
Cc1nn(Cc2ccccc2Cl)c2sc(C(=O)NCCCn3ccnc3)cc12,49*,-7,-4,2,3,-1,5,2.3,-5
COc1ccc(CN2C3CCC2CC(NC(=O)c2cccc(F)c2)C3)cc1 (stereo not given),-2,0,-6,0,-3,4,0,1.7,9
O=C(COC(=O)COc1ccccc1)NCc1ccc2c(c1)OCO2,-1,.,.,5,1,.,14,.,.

# For reference, 14 of the compounds above:
SMILES,AHR act,PME-1 primary,Fam108B counter,PAFAH1B2 inh,GLD-1 RNA inh,BCLXL inh,pPAFAH FP inh,MEX-5 binding,MCL1-BIM inh
Cc1ccc(NC(=O)COC(=O)c2ccc3c(c2)OCCO3)cc1S(=O)(=O)N1CCOCC1,-1,9,0,-2,-7,-8,9,-6.2,-4
Cc1cccc(Nc2nc(N3CCN(C)CC3)nc(N)c2[N+](=O)[O-])c1,5,0,0,1,-4,1,3,1.9,5
COc1ccc(CC(=O)NCc2n[nH]c(=S)n2C)cc1,-2,-2,-2,2,6,-6,6,2.5,-2
O=C(Nn1cnnc1)c1ccc(Br)s1,0,3,3,4,0,4,-1,0.7,2
CCOc1cc(/C=C2\N=C(C)OC2=O)cc(Cl)c1OCC(=O)OC,-2,0,0,2,5,3,3,-3.1,7
C#CCOCCOCCOCCNc1nc(N2CCN(C(=O)[C@H]([C@@H](C)O)n3cc(CCCCN)nn3)CC2)nc(N2CCN(C(=O)[C@H](Cc3ccc(O)cc3)n3cc(CCO)nn3)CC2)n1,0,-3,-1,5,8,3,2,0.6,-1
O=C(CCN1C(=O)/C(=C/c2cccs2)SC1=S)NNC(=O)c1cccc(O)c1,7,-22,-9,-27,-11,3,-2,-4.0,3
O=C(C1=C(O)C(=O)N(CCN2CCOCC2)C1c1cccnc1)c1cc2ccccc2o1 (stereo not given),0,3,3,7,6,8,4,.,13
COc1ccc(-c2nc(CS(=O)(=O)CC(=O)NCCc3ccc(C)cc3)c(C)o2)cc1,1,-7,-5,0,-3,2,-2,.,-1
O=C(C1CCOCC1)N1CCCC(N2CCN(c3cccc(Cl)c3)CC2)C1 (stereo not given),2,4,-2,-1,6,-3,4,1.0,2
Fc1ccc(NC(=S)N2CCN(C/C=C/c3ccccc3)CC2)c(F)c1,-1,3,1,-6,12,2,2,-3.6,2
COCc1[nH]nc2c1C1(CCC3(CC1)OCCO3)C(C#N)=C(N)O2,6,0,-3,1,-4,10,1,-2.2,-4
CCOC(=O)c1c(N)sc(C(=O)N2CCCC(C(N)=O)C2)c1C (stereo not given),3,-1,-2,1,-4,4,-5,0.5,-1
CCn1c(SCC(=O)O)nnc1-c1cc2c(C)nn(-c3ccccc3)c2s1,3,-14,-1,0,-6,6,0,1.8,2

# Later entries:
SMILES,AHR act,PME-1 primary,Fam108B counter,PAFAH1B2 inh,GLD-1 RNA inh,BCLXL inh,pPAFAH FP inh,MEX-5 binding,MCL1-BIM inh
Nc1nc(-c2ccccc2)[nH]c(=O)c1N=O,6,-8,0,12,1,8,5,-0.2,3
CCc1nc2cc([N+](=O)[O-])c([N+](=O)[O-])cc2[nH]1,3,3,3,5,3,3,9,-2.9,1
CCCC(C)NS(=O)(=O)c1ccccc1 (stereo not given),-1,5,0,0,2,4,2,-0.5,-1
COc1ccc(C2NC(=S)NC3=C2CCc2cc(OC)ccc23)cc1 (stereo not given),5,7,5,0,6,6,3,1.4,11
C=CCSc1nnc(NC(=O)c2cccc(S(=O)(=O)N(C)c3ccccc3)c2)s1,5,-10,-2,17,2,1,19,-2.2,4
C/C(=N/n1cnnc1)c1cccnc1,2,7,0,2,-1,2,1,-3.0,5
Cc1cccc(OCC(=O)Nc2ccccc2C(=O)N2CCOCC2)c1,8,-5,2,11,0,2,2,-0.9,4
O=C(N/N=C/c1c[nH]c2ccccc12)c1ccccc1,17,2,0,6,7,3,7,0.1,10
COc1ccc(CCNC(=O)COC(=O)CCC(=O)c2ccc(F)cc2)cc1,0,-3,-1,3,1,0,9,-0.7,-6
COc1cc2nc(SCc3ccc(Cl)cc3Cl)n(Cc3cccs3)c(=N)c2cc1OC,2,-12,-12,2,-1,10,8,-0.1,12
CCCCN(C(=O)c1cc(=O)[nH]c2ccccc12)c1c(N)n(CCCC)c(=O)[nH]c1=O,8,1,2,-1,8,-6,-2,-6.6,-9
CCOC(=O)c1cc(=O)[nH]c2ccccc12,-1,9,2,2,-1,1,3,-2.2,2
COc1ccc(Sc2nc(-c3ccccc3)ncc2C(=O)O)cc1,1,0,-2,4,1,3,3,3.7,1
COC(=O)c1c(C)noc1-c1ccc(Cl)cc1,-3,3,6,-1,7,7,1,1.6,0
CCCn1c(N)c(C(=O)CN(C)CC(=O)Nc2ccccc2C(F)(F)F)c(=O)[nH]c1=O,-1,7,.,0,-2,6,2,.,4
CC[C@H](C)[C@@H](C(=O)NCCCCCCCCCCC(=O)N1CCN(C(=O)OC(C)(C)C)CC1)n1cc(CCCCN=C(NC(=O)OC(C)(C)C)NC(=O)OC(C)(C)C)nn1,3,0,1,.,-6,1,13,.,4
Cn1cnnc1SCC(=O)Nc1ccc2nc(SCc3cccc4ccccc34)sc2c1,-1,-26,-10,-7,3,3,-6,1.6,-2
CC1(C)CC(=O)C=C(OC(=O)c2ccc(Cl)cc2)C1,0,-3,1,-2,-1,3,6,-0.2,7
CCOC(=O)c1oc2nc3c(cc2c1N)COC(C)(C)C3,6,5,-3,-1,6,6,1,0.1,4
CCOC(=O)c1c(NC(NC(=O)C(C)C)C(Cl)(Cl)Cl)sc2c1CCC2 (stereo not given),-1,2,2,-4,-11,-2,2,0.9,-4
CC(NC(=O)CSc1nc2ccccc2c(=O)[nH]1)c1ccccc1 (stereo not given),1,4,-1,2,7,-3,-1,0.5,-18
COC(=O)c1cc(NC2c3ccccc3C(=O)N2CCN2CCOCC2)cc(C(=O)OC)c1 (stereo not given),1,-5,-3,0,1,7,8,0.4,4
COc1cc(OC)cc(-n2nnnc2SCC(=O)N2CCCC2)c1,3,-1,0,5,-3,7,2,-4.4,5
Cc1cccc(N2CCN(C(=O)c3cn(C)c(=O)c4c3c3ccccc3n4C)CC2)c1C,-2,6,0,-4,10,12,5,0.5,-1
O=C(c1cc(-c2ccccc2)nc2ccccc12)N1CCN(c2ccccc2O)CC1,12,5,0,0,9,0,-3,-2.0,-12
# (next part)
SMILES,AHR act,PME-1 primary,Fam108B counter,PAFAH1B2 inh,GLD-1 RNA inh,BCLXL inh,pPAFAH FP inh,MEX-5 binding,MCL1-BIM inh
COc1ccc(N2CCN(C(=O)c3cc4c(s3)-c3ccccc3S(=O)(=O)C4)CC2)cc1,2,2,1,4,6,5,7,-0.8,4
Cc1cc(-c2nnc(SCC(=O)Nc3ccccc3Cl)n2C)no1,2,3,-1,3,0,2,0,2.1,-2
CCC(C)NC(=O)CSc1n[nH]c(-c2cc(Cl)ccc2OC)n1 (stereo not given),16,5,0,4,-1,0,6,2.4,3
O=C(COc1ccc(Cl)cc1)Nc1nnc(C2=COCCO2)o1,-2,-3,-2,1,0,3,0,2.6,8
COc1cccc(-c2csc(NC(C)=O)n2)c1,13,-4,-3,-1,6,4,5,-3.7,4
CN(CC(=O)Nc1cccc(S(=O)(=O)N2CCCCC2)c1)Cc1ccc(F)cc1,2,0,.,5,-1,0,6,.,9
CC1CCCN(C(=O)c2cccc(S(=O)(=O)Nc3cc(C(F)(F)F)ccc3Cl)c2)C1 (stereo not given),2,7,-4,13,11,8,2,0.8,3

# Not all compounds are listed, so the mix of outcomes need not match the whole.
